AMA1 RON2 block – disrupts binding of P. falciparum AMA1 to RON2. AlphaScreen AMA1-biotinylated RON2 peptide binding. Potency, µM (titrated, usually from 58.2 µM), inactives show at the top dose activity change, negative = inhibition, hits mostly inhibitors. 0.2% of 360,000 active. AID 720542;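 also: potency is read from the fitted curve at half-maximal effect; 0% = vehicle wells and -100% = peptide control; nearly all actives have a fitted effect of over 45% in size; some results filed as inactive show a strong effect at the top dose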
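AMA1 (3D7) with his tag at 25 nM final met compounds first, then biotinylated RON2 peptide at 25 nM; detection used donor plus acceptor beads, 10 µg/mL apiece, read by AlphaScreen after 30 min at room temperature.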
Sm TGR inh – blocks Schistosoma mansoni thioredoxin glutathione reductase. Q962Y6. purified TGR, DTNB reduction, TNB absorbance 405 nm. Potency, µM (titrated, usually from 114 µM), without a hit: at the top dose activity change, negative = inhibition, usual class: inhibitors. 3% of 360,000 active. AID 485364; also: potency is read from the fitted curve at half-maximal effect; nearly all actives have a fitted effect of over 60% in size
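First, TGR (20 nM dispensed) and NADPH were mixed with compound. Second, a 15 min room-temperature incubation followed. Third, further NADPH and then DTNB were added to start the reaction. Finally, TNB absorbance was monitored kinetically.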
AmpC inh detg – inhibitors of E. coli AmpC beta-lactamase with detergent | P00811 | AmpC hydrolysis of nitrocefin, absorbance 480 nm, 0.01% Triton | Potency, µM (highest dose often 114 µM), without a hit: top-dose activity change, negative = inhibition, actives largely listed as inhibitors | 0.041% of 370,000 active | AID 485294;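 also: potency is read from the fitted curve at half-maximal effect; 0% = no-compound wells and -100% = no-enzyme wells; nearly all actives have a fitted effect of over 25% in size; some results filed as inactive show a strong effect at the top dose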
Target sequence (P00811 whole entry, looked up): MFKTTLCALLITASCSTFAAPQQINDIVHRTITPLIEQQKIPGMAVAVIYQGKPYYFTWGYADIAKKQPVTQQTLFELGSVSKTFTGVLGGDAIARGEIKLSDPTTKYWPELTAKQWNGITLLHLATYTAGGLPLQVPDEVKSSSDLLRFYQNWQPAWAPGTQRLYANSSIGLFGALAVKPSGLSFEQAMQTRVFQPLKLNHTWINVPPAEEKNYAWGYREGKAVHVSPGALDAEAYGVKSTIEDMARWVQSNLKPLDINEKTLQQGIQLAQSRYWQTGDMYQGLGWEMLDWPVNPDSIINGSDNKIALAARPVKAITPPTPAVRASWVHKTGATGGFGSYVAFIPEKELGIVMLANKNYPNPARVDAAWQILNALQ
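AmpC (5.3 nM in the dispensed reagent) in 20 mM phosphate pH 7.0 with 0.01% (detergent screen) or 0.0001% Triton X-100 was preincubated with compounds for 15 min at room temperature. Nitrocefin was then added from an 800 uM solution, and hydrolysis was followed at 480 nm.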
TbPYK inhibitor – inhibitors of Trypanosoma brucei pyruvate kinase | Q57TT1 | TbPYK enzyme, Kinase-Glo Plus ATP luminescence, 45 min | Potency, µM (titrated, usually from 76.8 µM), for the others: at the highest dose activity, negative = inhibition, usual class: inhibitors | 0.12% of 410,000 active | AID 624173; also: potency is read from the fitted curve at half-maximal effect; nearly all actives have a fitted effect of over 50% in size
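ADP (130 uM final) triggers the TbPYK reaction after compound addition; incubation is 45 min at room temperature. Kinase-Glo Plus is then added and luminescence imaged. Normalized data are fitted to concentration-effect curves.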
AmpC no deterg – blocks E. coli AmpC beta-lactamase in detergent-free assay; P00811; AmpC nitrocefin hydrolysis, absorbance 480 nm, 0.0001% Triton; Potency, µM (series often up to 57.1 µM), for inactives: top-dose activity change, negative = inhibition, actives largely listed as inhibitors; 0.52% of 330,000 active; AID 485341;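 also: potency is read from the fitted curve at half-maximal effect; plate controls were no compound for no effect and no enzyme for full effect; nearly all actives have a fitted effect of over 20% in size; some results filed as inactive show a strong effect at the top dose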
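20 mM phosphate pH 7.0 + 0.01% (detergent screen) or 0.0001% Triton X-100; 5.3 nM AmpC reagent; cpd preinc 15 min RT; nitrocefin (800 uM stock) to start; A480 q20 s × 4 min; Activity was normalised to no-enzyme and no-compound control wells.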
LmPK inh – blocks Leishmania mexicana pyruvate kinase activity | AID 1721 | purified LmPK, Kinase-Glo ATP luminescence, 1 h | Potency, µM (titrated, usually from 57.5 µM), without a hit: at the top dose activity change, negative = inhibition, usual class: inhibitors | 0.37% of 290,000 active; also: potency is read from the fitted curve at half-maximal effect
Target sequence (Q27686 whole entry, looked up): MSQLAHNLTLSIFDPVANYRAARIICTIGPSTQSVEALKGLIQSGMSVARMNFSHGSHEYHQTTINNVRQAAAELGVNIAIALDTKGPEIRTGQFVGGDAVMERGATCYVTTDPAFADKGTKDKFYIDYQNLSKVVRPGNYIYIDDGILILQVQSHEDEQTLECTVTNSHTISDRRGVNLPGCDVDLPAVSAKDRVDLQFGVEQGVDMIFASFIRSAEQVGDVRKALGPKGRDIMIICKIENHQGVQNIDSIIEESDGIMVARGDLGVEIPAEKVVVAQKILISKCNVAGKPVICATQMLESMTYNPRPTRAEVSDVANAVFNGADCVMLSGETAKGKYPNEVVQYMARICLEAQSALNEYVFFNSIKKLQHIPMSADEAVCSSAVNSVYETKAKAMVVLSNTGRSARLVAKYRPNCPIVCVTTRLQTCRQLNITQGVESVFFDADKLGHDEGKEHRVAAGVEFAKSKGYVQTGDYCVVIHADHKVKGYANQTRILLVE
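Pyruvate kinase activity monitored as ATP production (luciferase luminescence). Conditions: 0.1 nM enzyme, 0.5 mM PEP, 0.1 mM ADP, 1 h, RT; normalized against uninhibited and no-enzyme wells.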
HCMV inh – inhibitors of human cytomegalovirus. HFF cells, HCMV-luciferase reporter, 72 h; active compounds read low. activity change, negative = inhibition, % at 57.5 µM. 4.5% of 410,000 active. AID 1259415; in the data active = activity change below about -60%; inconclusive = no clear call, values can overlap the other calls; inactive = above about -39%
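Inhibition of viral replication was scored as loss of reporter luminescence in HFFs infected with HCMV-luciferase (MOI 1 PFU/cell) for 72 h; compounds tested at 2 doses, normalized to buffer and Salinomycin controls.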
* hit, by the source's call; u = inconclusive; x = not tested or not shown; [ ] = another dose, or the depositor's remark. Unless noted, calls follow the shape of the dose curve; as a rule, active = well fitted curve in the direction sought with a large enough effect; inconclusive = small, poorly fitted or top-dose-only effect, or another doubt; inactive = no such curve, though single readings can be large; an effect the other way counts as inactive or inconclusive. Unless noted, % is scaled to controls: 0 for no effect and ±100 for the full control effect.

SMILES	AMA1 RON2 block	Sm TGR inh	AmpC inh detg	TbPYK inhibitor	AmpC no deterg	LmPK inh	HCMV inh
COc1cc(C(=O)NCC(c2ccco2)N2CCCC2)ccc1OCc1c(C)noc1C (stereo not drawn)	40%[activator]	-15%	-6%	-7%	18%	1%	26
COc1ccc(C(=O)C(CN2CCOCC2)c2ccccc2)cc1F (stereo not drawn)	0%	4%	1%	8%	0%	2%	-105*
O=C(COc1ccccc1)NCC1CCCO1 (stereo not drawn)	-1%	-20%	-1%	0%	-7%	-2%	-14
O=C(Nc1ccccc1)Nc1ccno1	12%	9%	-8%	-12%	-18%	2%	23
COc1cc(CNC(C)c2ccccc2)c(Br)cc1OCC(N)=O (stereo not drawn)	-6%	-2%	-4%	10%	-4%	0%	10
Cc1ccccc1OCC(=O)N/N=C/c1cc2ccccc2nc1Cl	5%	-27%	u	0%	-23%	1%	24
Cc1occc1C(=O)N/N=C/C(Br)=C\c1ccccc1	2%	-21%	4%	-7%	-39%	u	33
Oc1cc(Cl)c(Cl)c(Cl)c1	-4%	x	x	3%	x	x	u
CCn1c(=O)cc(OCC(=O)Nc2ccccc2N2CCN(C)CC2)c2ccccc21	-1%	-4%	3%	3%	66%[activator]	-4%	2
Cc1ccc(C(=O)Nc2sc3c(c2C(=O)NCc2ccco2)CCCC3)cc1	-14%	-13%	-2%	-2%	-17%	0%	12
COc1ccc2c(CNCc3ccccc3OC)c(C(=O)O)n(Cc3ccc(F)cc3Cl)c2c1	x	0%	15%	3%	x	x	7
O=C(CCCCC(=O)NN=Cc1ccccc1O)NN=Cc1ccccc1O	80%[activator]	x	x	0%	x	x	12
O=c1c2ccccc2[nH]c(=S)n1CCN1CCN(Cc2ccccc2)CC1	42%[activator]	-8%	u	u	-42%	-1%	14
Cc1cc(C)c(C#N)c(SCC(=O)NC(C)(C)C)n1	7%	-1%	-12%	1%	0%	9%	2
Cc1cc(NC(=O)C2CCCN(S(=O)(=O)c3c(C)noc3C)C2)no1 (stereo not drawn)	1%	-3%	u	-1%	-14%	0%	-5
C=CC[C@H](CC(=O)NCCO)C(=O)NC[C@@H](OC(=O)[C@@H](CC=C)Cc1ccc(F)cc1)c1ccccc1	17%	x	x	-1%	258%[activator]	x	-7
Cc1cc(C)cc(OCC(=O)N(Cc2ccc(Cl)cc2)C2CCS(=O)(=O)C2)c1 (stereo not drawn)	x	-11%	-10%	4%	x	x	38
OC(Cc1cccnc1)(Cc1cccnc1)c1cc2ccccc2[nH]1	-14%	-13%	2%	5%	-7%	1%	43
COc1ccc(Cn2c(O)c(C=NCCN3CCOCC3)c(=O)[nH]c2=O)cc1	21%	u	-4%	-5%	-19%	1%	-1
FC(F)(F)c1ccc(-c2ccc3c(c2)CNCc2cnnn2-3)cc1	15%	x	x	-2%	x	x	3
COc1ccc(CNC(=O)CCc2c(C)nc3c4cccnc4nn3c2C)cc1	x	3%	13%	2%	x	x	-30
COc1ccc(OC)c2c1CCC2=O	5%	2%	-11%	0%	-15%	0%	19
COc1ccc(N2CCN(C(=O)c3cc4cc(Cl)ccc4[nH]3)CC2)cc1	-10%	-6%	11%	-6%	-24%	5%	19
O=C(NCCC(=O)N1CCC2(CC1)NCCc1[nH]cnc12)c1cccc(Br)c1	-1%	-7%	0%	8%	-15%	0%	-13

Quoted from the listing.
In HCMV inh, Cc1ccccc1OCC(=O)N/N=C/c1cc2ccccc2nc1Cl reads 24
In AmpC inh detg, CCn1c(=O)cc(OCC(=O)Nc2ccccc2N2CCN(C)CC2)c2ccccc21 reads 3%

Continued:
SMILES	AMA1 RON2 block	Sm TGR inh	AmpC inh detg	TbPYK inhibitor	AmpC no deterg	LmPK inh	HCMV inh
O=C(CSc1ncn[nH]1)Nc1ccc(S(=O)(=O)Nc2ncccn2)cc1	0%	-11%	2%	0%	-1%	6%	7
CC(=O)c1sc(NC(=O)CS(=O)(=O)c2ccccc2)nc1C	15%	4%	-16%	-1%	-6%	x	-7
COc1ccc(Cl)cc1N(CC(=O)NC1CC1)S(=O)(=O)c1ccc(C)c([N+](=O)[O-])c1	17%	10%	5%	-1%	-15%	-1%	-8
CCOC(=O)N1CCN(C(=O)CCc2c(C)nc3c(c(C)nn3-c3ccc(C)c(C)c3)c2C)CC1	-6%	-10%	-4%	-2%	-4%	-2%	-25
Cc1ccc(NC(=O)C2(c3cccs3)CCOCC2)cc1Cl	x	13%	4%	1%	x	x	-5
CC(SCc1cc(=O)n2c([nH]c3ccccc32)c1C#N)C(=O)O (stereo not drawn)	74%[activator]	-15%	11%	-29%	-32%	-2%[11.5 µM]	-20
CCOCCCNC(=O)c1c(NC(=O)Cc2coc3c(C)c(C)ccc23)sc2c1CCC2	x	-12%	2%	3%	x	x	-20
O=C(Nc1nnc(-c2ccccc2)o1)Nc1ccccc1Cl	-6%	0%	u	2%	3%	0%	6
CC1CCN(S(=O)(=O)c2ccc3c(c2)CCN3)CC1	x	-2%	-3%	4%	x	x	105
Cc1ccc(C2C(N)C(=O)N2c2ccc(C)cc2)cc1 (stereo not drawn)	1%	22%	1%	5%	4%	-6%	-31
COC(=O)C1=C(c2cc3ccccc3s2)C[C@@H]2CC[C@H]1N2C(=O)NCc1ccco1	-7%	x	x	-8%	x	x	-36
CC(=O)Nc1ccc(NC(=O)c2ccccc2N(Cc2ccccc2)S(C)(=O)=O)cc1	6%	2%	-8%	-4%	-5%	1%	37

4 of these compounds, reformatted.
Molecule: O=c1c2ccccc2[nH]c(=S)n1CCN1CCN(Cc2ccccc2)CC1
  AMA1 RON2 block: 42%[activator] | Sm TGR inh: -8% | AmpC inh detg: u | TbPYK inhibitor: u | AmpC no deterg: -42% | LmPK inh: -1% | HCMV inh: 14
Molecule: Cc1cc(C)c(C#N)c(SCC(=O)NC(C)(C)C)n1
  AMA1 RON2 block: 7% | Sm TGR inh: -1% | AmpC inh detg: -12% | TbPYK inhibitor: 1% | AmpC no deterg: 0% | LmPK inh: 9% | HCMV inh: 2
Molecule: Cc1cc(NC(=O)C2CCCN(S(=O)(=O)c3c(C)noc3C)C2)no1 (stereo not drawn)
  AMA1 RON2 block: 1% | Sm TGR inh: -3% | AmpC inh detg: u | TbPYK inhibitor: -1% | AmpC no deterg: -14% | LmPK inh: 0% | HCMV inh: -5
Molecule: C=CC[C@H](CC(=O)NCCO)C(=O)NC[C@@H](OC(=O)[C@@H](CC=C)Cc1ccc(F)cc1)c1ccccc1
  AMA1 RON2 block: 17% | Sm TGR inh: x | AmpC inh detg: x | TbPYK inhibitor: -1% | AmpC no deterg: 258%[activator] | LmPK inh: x | HCMV inh: -7

Later entries.
SMILES	AMA1 RON2 block	Sm TGR inh	AmpC inh detg	TbPYK inhibitor	AmpC no deterg	LmPK inh	HCMV inh
CSc1ccc(S(=O)(=O)NCC(=O)OCC(=O)N(C)C2CCCCC2)cc1[N+](=O)[O-]	-17%	-11%	-18%	5%	-10%	x	-21
COc1ccc(C(=O)NC(Nc2ccccc2)C(Cl)(Cl)Cl)cc1 (stereo not drawn)	6%	-23%	2%	0%	-28%	4%	u
O=C(NNc1nc(-c2ccccc2)cs1)c1ccccc1	27%	-10%	2%	-4%	-39%	5%	-33
CCOc1cc(N2CCOCC2)c(OCC)cc1NC(=O)Cc1ccc(OC)c(OC)c1	-9%	-1%	-8%	-10%	120%[activator]	1%	1
CC(C(=O)NC1CCCC1)N(Cc1ccco1)C(=O)c1snc(C(=O)NC2CCCC2)c1N (stereo not drawn)	-5%	-26%	-9%	-4%	58%	3%	-13
COC(=O)c1ccc(C2C(Oc3ccc(OC)cc3)C(=O)N2CCc2ccc(OC)c(OC)c2)cc1 (stereo not drawn)	9%	-1%	u	-4%	29%	2%	7
Cc1nc(SCC(=O)N2CC(=O)Nc3ccccc32)c2c(C)c(C)sc2n1	-5%	-18%	2%	9%	2%	2%	-34
N#CC1=C2Nc3ccccc3N2C(=O)NC1(c1ccccc1)C(F)(F)F (stereo not drawn)	17%	1%	-2%	-4%	-22%	1%	14
NC(=O)c1ccc[n+](CCC[n+]2cccc(C(N)=O)c2)c1	22%	-4%	-10%	2%	-13%[11.4 µM]	5%	-30
CCN(CC)CCOC(c1ccccc1)c1ccc(C)cc1 (stereo not drawn)	-3%	2%	4%	-3%	26%	5%	-20
O=C(Nc1ccccc1C(=O)O)c1cccc(S(=O)(=O)Nc2ccc(Br)cc2)c1	-1%	25%	4%	0%	-32%	1%	19
O=C(COC(=O)c1cc(S(=O)(=O)N2CCCCC2)ccc1N1CCOCC1)c1ccccc1	5%	0%	u	9%	44%	x	-19
Cc1cc(-c2nnc(CCC(=O)N(C)Cc3ccsc3)o2)no1	0%	24%	-4%	1%	12%	2%	-25
COc1cc2c(cc1OC)C(SC)=NC1(CCCC1)C2	-18%	x	-9%	1%	26%	-1%	114
COc1ccc(C(=O)c2nc3c(n2O)CCCC3)cc1OC	8%	-11%	3%	-5%	-18%	-5%	-1
O=C(COc1ccccc1)NNC(=S)NC(=O)c1ccccc1	105%[activator]	-10%	-13%	-21%	-17%	11%	61
O=C(NCc1ccccn1)[C@@H]1CCCN1C(=O)[C@@H]1CCCN1C(=O)c1ccccc1	10%	x	x	0%	x	x	-4
O=C(COc1ccccc1Cl)N1CCc2ccccc2C1	-2%	-5%	-4%	-1%	-17%	-1%	-2
O=S(=O)(Nc1ccc(S(=O)(=O)Nc2ccccc2)cc1)c1ccccc1	7%	0%	-7%	-3%	-38%	2%	20
Cc1ccc(-c2nnc(N3CCOCC3)c3ccccc23)cc1S(N)(=O)=O	0%	x	x	0%	x	x	-29
Cc1noc(C(=O)NCc2ccc(F)cc2)c1Cl	3%	5%	-10%	-2%	-10%	9%	u
CC(=O)N[C@@H]1CC[C@@]2(O)[C@H]3Cc4ccc(O)c5c4[C@@]2(CCN3CC2CC2)[C@@H]1O5	4%	x	x	1%	-22%	x	-36
CCCCN=CC1=C(O)C(C(=O)OC)C(C)(C)CC1=O (stereo not drawn)	3%	2%	-2%	-9%	2%	0%	54

High-throughput results: PubChem, National Center for Advancing Translational Sciences (NCATS)
